Screening data (PubChem BioAssay)
VHR inh color – VHR1 (DUSP3) phosphatase inhibition | AID 1992 | inhibition, % at 20 µM | P51452 | actives 0.7% (n = 50,000) | recombinant VHR phosphatase, colorimetric substrate read-out; in the data active means inhibition above about 60%; further: some results filed as inactive read as strong as hits
Target sequence (P51452 whole entry, looked up): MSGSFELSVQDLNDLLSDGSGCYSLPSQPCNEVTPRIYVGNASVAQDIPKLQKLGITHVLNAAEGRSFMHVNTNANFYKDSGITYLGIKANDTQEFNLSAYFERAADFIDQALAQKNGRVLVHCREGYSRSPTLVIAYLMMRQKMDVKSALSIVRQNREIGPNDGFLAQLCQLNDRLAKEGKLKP
Starred values were filed as active, the others as inactive.

SMILES	VHR inh color
COC(=O)C1=C(O)/C(=C\c2c(F)cccc2Cl)N=C1C	32
CCOc1cc(/C=N/NC(=O)c2ccncc2)ccc1OC(=O)c1ccc([N+](=O)[O-])cc1	-4
N/C(Cc1ccc([N+](=O)[O-])cc1)=N\OC(=O)Cc1ccc(Cl)cc1	14
O=C(O)/C=C/c1ccc(N2Cc3ccccc3C2)cc1	31
O=C(NCC1CCCO1)c1cc2nc(-c3ccc(F)cc3)cc(C(F)(F)F)n2n1 (stereo unspecified)	-13
C=CCN1C(=O)C(Cc2ccc(C)cc2)S/C1=N\N=C\c1ccco1 (stereo unspecified)	-32
COC(=O)c1ccc(NC(=S)NC(=O)c2ccn(C)n2)cc1	-60
O=[N+]([O-])c1ccc(Cl)c(-n2ncnc2-c2ccccc2C(F)(F)F)c1	-6
COCCOC(=O)c1ccc(NC(=O)COc2ccc(Br)cc2)cc1	1
COc1ccc(C2CC(=O)C3=C(C2)Nc2ccccc2NC3c2cc3c(cc2[N+](=O)[O-])OCO3)cc1 (stereo unspecified)	-1
O=C1OC(/C=C/c2ccccc2)=NC/1=C/c1ccccc1	-9
CCCCOC(=O)c1ccc(NC(=O)CSc2nnc(N)s2)cc1	0
COc1ccc(N2C(=O)C3C4C=CC(C5CC45)C3C2=O)c([N+](=O)[O-])c1 (stereo unspecified)	16
O=C(Nc1ccn(-c2ccccc2)n1)c1ccc(Cl)cc1	-29
O=C(CC1Sc2ccccc2NC1=O)Nc1cccc(C(=O)O)c1 (stereo unspecified)	1
O=C(N=Nc1c(O)[nH]c2c(Br)cc(Br)cc12)c1ccccn1	0
Oc1ccccc1C1=NOC(O)(C(F)(F)F)C1 (stereo unspecified)	4
CC1(C)CC(=O)C=C(Nc2cc(-c3ccccc3)[nH]n2)C1	-8
O=C1c2ccccc2C(=O)N1Cc1nc2ccccc2c(=O)n1Cc1ccccc1	-2
Cc1ccc(C(=O)c2coc3c2C(=O)C(=O)C(Cl)=C3Cl)cc1	38
O=C(Nc1cccc(I)c1)c1ccc2c(c1)C(=O)N(CC1CCCO1)C2=O (stereo unspecified)	-12
CCOc1cccc(/C=N/N2CCN(Cc3cccc4ccccc34)CC2)c1O	-10
COc1ccc(NC(=O)CCN2C(=O)S/C(=C/c3ccc(OC)c(OC)c3)C2=O)cc1	15
O=C(O)/C=C\C(=O)OCCCC(F)(F)C(F)(F)F	-16
C#Cc1cccc(NC(=O)c2ccc(OC)cc2)c1	-12

Pulled by compound from the entries so far, 5 records:
SMILES	VHR inh color
Oc1ccccc1C1=NOC(O)(C(F)(F)F)C1 (stereo unspecified)	4
COc1ccc(NC(=O)CCN2C(=O)S/C(=C/c3ccc(OC)c(OC)c3)C2=O)cc1	15
C=CCN1C(=O)C(Cc2ccc(C)cc2)S/C1=N\N=C\c1ccco1 (stereo unspecified)	-32
O=C(O)/C=C\C(=O)OCCCC(F)(F)C(F)(F)F	-16
O=C(NCC1CCCO1)c1cc2nc(-c3ccc(F)cc3)cc(C(F)(F)F)n2n1 (stereo unspecified)	-13

(further entries)
SMILES	VHR inh color
CCOC(=O)Cc1nnc(Nc2cc(C)ccc2C)c2ccccc12	-26
COc1cccc2c(Cl)cc(C)nc12	-3
COc1cc2c(cc1NC(=O)c1cccc([N+](=O)[O-])c1)oc1ccccc12	-3
CCCCCCCCC(=O)N/N=C/c1ccc(Cl)cc1	-9
Cn1cc(/C=C/c2nc3ccccc3c(=O)n2-c2ccccc2[N+](=O)[O-])c2ccccc21	57
O=[N+]([O-])c1ccc(-n2ncnc2-c2ccc(F)cc2)cc1	-12
COc1ccc(C(=O)Oc2cccc3c(OC)ccc(C=O)c23)cc1	1
CN(C)c1c([N+](=O)[O-])cc([N+](=O)[O-])c2cccnc12	-13
C/C(=C\C(=O)c1ccc(C)cc1)Nc1ccc(Br)c(C)c1	-5
COc1ccc(C(N)=O)cc1NC(=O)C(C)Oc1ccccc1 (stereo unspecified)	-27
CC(C)C(=O)Nc1ccc(Cl)c(-c2nc3cc(Cl)ccc3o2)c1	0
COc1ccc(CN=Cc2c(O)n(-c3ccccc3Cl)c(=O)[nH]c2=O)cc1	-5
O=C(NCCO)C(=O)NC1CCCCC1	-17
CN(C)c1ccc(C2C(C(=O)OC(C)(C)C)C(=O)CC(C)(O)C2C(=O)OC(C)(C)C)cc1 (stereo unspecified)	2
Cc1ccc(NC2=CC(=O)C=CC2=O)c(C)c1	11
O=C(CN(c1ccc(Br)cc1)S(=O)(=O)c1ccccc1)NCC1CCCO1 (stereo unspecified)	-19
COc1ccc(CNC(=O)c2cccc([N+](=O)[O-])c2)cc1	8
O=C(Nc1ccc(Cl)cc1)/C(=C\c1cccnc1)NC(=O)c1ccccc1	2
Cc1ccc(-c2nc3cc(Cl)cc(Cl)c3o2)cc1N	-6
Cc1ccc(-c2cc(-c3ccccc3O)nc(N/N=C/c3cccnc3)n2)cc1	-16
O=C(c1ccc([N+](=O)[O-])cc1)N1CCN(Cc2ccccc2Cl)CC1	96
CC1C(C(=O)N(C=O)c2cccc(Cl)c2)C2C=CC1C21CC1 (stereo unspecified)	-50
COc1ccc(/C=C/C(=O)c2c(O)c(OC)c3occc3c2OC)cc1	-11
Cc1cc(C)cc(N2C(=O)NC(=O)/C(=C\c3ccc(N(C)C)cc3)C2=O)c1	98
O=C(O)c1cccc(NC(=O)c2cccc(N3C(=O)c4ccc(C(=O)Nc5cccc(C(=O)O)c5)cc4C3=O)c2)c1	-5

Among those listed so far, these have fluorine.
SMILES	VHR inh color
COC(=O)C1=C(O)/C(=C\c2c(F)cccc2Cl)N=C1C	32
O=C(NCC1CCCO1)c1cc2nc(-c3ccc(F)cc3)cc(C(F)(F)F)n2n1 (stereo unspecified)	-13
O=[N+]([O-])c1ccc(Cl)c(-n2ncnc2-c2ccccc2C(F)(F)F)c1	-6
Oc1ccccc1C1=NOC(O)(C(F)(F)F)C1 (stereo unspecified)	4
O=C(O)/C=C\C(=O)OCCCC(F)(F)C(F)(F)F	-16
O=[N+]([O-])c1ccc(-n2ncnc2-c2ccc(F)cc2)cc1	-12

Already shown: an excerpt of the list.
SMILES	VHR inh color
Cc1ccc(-c2nc3cc(Cl)cc(Cl)c3o2)cc1N	-6
Cc1ccc(-c2cc(-c3ccccc3O)nc(N/N=C/c3cccnc3)n2)cc1	-16
O=C(c1ccc([N+](=O)[O-])cc1)N1CCN(Cc2ccccc2Cl)CC1	96

(further entries)
SMILES	VHR inh color
CC1=C/C(=N\OC2=C(O/N=C3/C=CC(=O)C(C)=C3)C(=O)c3ccccc3C2=O)C=CC1=O	18
O=C(c1ccccc1)N1CCN(CCCc2ccccc2)CC1	0
Cc1nc2cc(N=Cc3ccc(Br)cc3)ccc2n1C	-15
O=C(COc1ccccc1[N+](=O)[O-])Nc1ccc(Cl)c(-c2nc3ccccc3s2)c1	4
O=c1oc2ccc([N+](=O)[O-])cc2c(SCCNc2ccccc2)c1[N+](=O)[O-]	9
O=C(CSc1nc2ccccc2s1)c1ccc2ccccc2c1	11
CC(C)(C(=O)c1ccccc1)/[N+]([O-])=C/c1ccccc1	-1
O=C(O)c1cccc(S(=O)(=O)N(CCO)CCO)c1	-2
O=C(CC1Nc2ccccc2NC1=O)Nc1ccccc1C(F)(F)F (stereo unspecified)	-30
CCC1(CC)C(=O)N(Cc2ccccc2)C(=O)N(Cc2ccccc2)C1=O	-5
Cc1ccc(C(=O)Nc2cccc(O)c2)cc1S(=O)(=O)N1CCCCC1	16
Cc1c2n(c3ccccc13)CCNC2c1ccccc1 (stereo unspecified)	2
CCc1ccc(N2C(=O)CC(=O)NC2=S)cc1	6
COc1cc(C2CC(=O)Nc3c2ccc2ccccc32)cc(Br)c1OC (stereo unspecified)	103*
O=C(O)/C=C/c1cccc(NS(=O)(=O)c2ccccc2)c1	-5
CCN(CC)c1ccc(C(=O)n2cnc3ccccc32)cc1	31
COc1cccc(-n2c(/C=C/c3cn(C)c4ccccc34)nc3ccccc3c2=O)c1	11
Cc1ccc(C(=O)/C=C/c2ccc3c(c2)OCO3)cc1	2
O=C(c1ccccc1)N1CCN(C(=O)c2cnn3c2NC(c2ccc(Br)cc2)CC3C(F)(F)F)CC1 (stereo unspecified)	-15
O=C(Nc1nccs1)c1cccc(N2C(=O)c3ccccc3C2=O)c1	-7
CCN(CC)CCOc1c(C)cc(Cl)cc1Cl	-19
COc1ccc(OC)c(/C=C2\SC(N3CCCC3)=NC2=O)c1	8
CC(C)C(=O)Nc1ccc(-c2nc3ncccc3o2)cc1	-3
Cc1c(CN(C)C)c2c(n1Cc1ccccc1)C(=O)c1ccccc1-2	-13
COc1ccc(C(=O)N=Nc2c(O)[nH]c3c(C)cc(Br)cc23)cc1	-1
(next part)
SMILES	VHR inh color
CN1C(=O)NC(=O)/C(=C/c2cn(Cc3ccccc3Cl)c3ccccc23)C1=O	-18
O=C1ON=C(c2ccccc2)/C1=C\c1ccccc1OCc1ccc(F)cc1	-1
CCc1c(C#N)c(N)nc2sc(C(=O)Nc3ccc(Br)cc3)c(N)c12	-2
COc1ccc(S(=O)(=O)N(CCc2ccccc2)CC(=O)Nc2ccccc2OC)cc1	-2
COC(=O)c1ccccc1NC(=O)c1cnn2c(C(F)(F)F)cc(-c3ccccc3)nc12	-27
CCOC(=O)CN1C(=O)C(O)(CC(=O)c2cccs2)c2ccccc21 (stereo unspecified)	27
O=C1CC(c2ccccc2)=NN1c1cccc([N+](=O)[O-])c1	-1
CCOc1ccc(C(=O)Nc2ccc(N3CCN(C(C)=O)CC3)cc2)cc1[N+](=O)[O-]	-7
COc1ccccc1OCCOc1ccc(/C=N/N2C(=O)CSC2=S)cc1	-2
COc1cc(NC(=O)C2CCCCC2)c(OC)cc1Cl	3
CN(C)/N=C\c1ccc(-c2ccc3c(c2)C(=O)NC3=O)o1	-4
O=C(CSc1nc2ccccc2s1)OCC(=O)c1ccc(Cl)cc1	-34
NC(=O)c1ccccc1NC(=O)c1cncc(Br)c1	-5
NC(=O)c1c(NC(=O)C2C3C=CC(C3)C2C(=O)O)sc2c1CCCCC2 (stereo unspecified)	0
CC(=O)c1ccc(NC(=O)c2cc(Cl)ccc2Cl)cc1	0
COC(=O)c1cn(C(=O)c2ccc(C)c([N+](=O)[O-])c2)c2ccccc12	3
CC(C1CC1)N(C(=O)Nc1ccccc1Cl)c1ccccc1 (stereo unspecified)	-12
Cc1cc(NC(=O)c2cccc(Br)c2)ccc1NC(=O)c1ccccc1	-4
O=C(c1cc(Cl)ccc1Cl)N1CCCCC1	14
Cc1cc2nc3s/c(=C/c4ccc5c(c4)OCO5)c(=O)n3c2cc1C	-6
CCN(CC)c1ccc(C=Nc2ccc(Sc3ccc([N+](=O)[O-])cc3)cc2)cc1	-6
O=C1NC(=Nc2ccccc2)S/C1=C/c1cccc(OC(=O)c2ccccc2)c1	-21
COc1ccc(C2=C(/C=C3\SC(=S)NC3=O)C(c3ccccc3)c3ccccc3O2)cc1OC (stereo unspecified)	42
O=C1/C(=C/c2ccc(-c3ccc(Cl)cc3C(=O)O)o2)Sc2ccccc21	15
Cc1cc(OCC(=O)NCCCN2CCOCC2)ccc1Br	-6

Arranged by molecular weight (highest first): 3 of the compounds above.
SMILES	VHR inh color
CCOc1ccc(C(=O)Nc2ccc(N3CCN(C(C)=O)CC3)cc2)cc1[N+](=O)[O-]	-7
Cc1cc(NC(=O)c2cccc(Br)c2)ccc1NC(=O)c1ccccc1	-4
CCN(CC)c1ccc(C=Nc2ccc(Sc3ccc([N+](=O)[O-])cc3)cc2)cc1	-6

More compounds
SMILES	VHR inh color
Cc1ccc(-c2csc(N)c2C(=O)OC(C)C)cc1C	84*
Cc1cc(NC(=O)CSc2nnc3c4ccccc4n(C)c3n2)no1	-32
Cc1ccc(C(=O)Nc2ccc(C(=O)O)cc2)o1	2
COc1ccc(S(=O)(=O)N(CC(=O)Nc2cc(Cl)ccc2C)Cc2ccccc2)cc1	-1
CC1=NN(c2ccc(S(N)(=O)=O)cc2)C(=O)/C1=C\c1ccc(-c2ccc(Cl)c(C(=O)O)c2)o1	-2
Cc1ccc(C(=O)Nc2ccc3oc(-c4ccc(F)cc4Cl)nc3c2)cc1[N+](=O)[O-]	0
C=CCn1c2ccccc2n2cc(-c3ccc(Br)cc3)nc12	-2
COc1ccc(N=Cc2ccc(N3Cc4cc(C)c(C)cc4C3)cc2)cc1	-3
O=C(O)c1cc(NC(=O)c2ccccc2-c2ccccc2C(=O)O)cc(C(=O)O)c1	13
O=C1C=C(NNC(=O)c2ccc(Cl)cc2)CC(c2ccco2)C1 (stereo unspecified)	14
Cn1c(=O)c2c(nc(SCC(=O)Nc3ccc(F)cc3)n2C)n(C)c1=O	-6
COc1ccc(C=C2C(=O)c3ccccc3C2=O)c(OC)c1	-18
COc1ccc(NC(=O)c2ccc(CN3CCc4ccccc4C3)cc2)c(OC)c1	-17
Cc1ccc(C23CC4CC(CC(O)(C4)C2)C3)cc1N=Cc1cc(Br)ccc1O	2
O=C1CS/C(=C/C(=O)c2ccccc2)N1	-3
O=[N+]([O-])c1ccc(S(=O)(=O)Nc2ccccc2Br)cc1	-6
O=Cc1cn(-c2ccccc2)nc1-c1ccc(Cl)cc1	-28
CCOC(=O)C1=C(C)NC2=C(C(=O)c3ccccc32)C1c1cccs1 (stereo unspecified)	-9
CCC1=NN2C(=N)/C(=C/c3ccc(-c4ccccc4C(=O)OC)o3)C(=O)N=C2S1	-18
COc1ccc2c(c1)NC(C)(C)c1sn(-c3ccccc3)c(=S)c1-2	-34
O=C(Nc1ccccc1[N+](=O)[O-])c1cccc(N2C(=O)CCC2=O)c1	-6
Cc1cccc(OCCOc2ccc(/C=N/n3cnnc3)cc2)c1	-6
CC1=NN(c2ccccc2)C(=O)/C1=C/c1c(O)[nH]c(=O)[nH]c1=O	-13
CC(C)(C)NC(=O)c1cccc(NC(=O)c2ccc(Cl)c(Cl)c2)c1	-14
O=C1c2ccccc2NC(c2ccccc2[N+](=O)[O-])N1O (stereo unspecified)	-6
(cont.)
SMILES	VHR inh color
CC(=O)Nc1cccc(OC2=NS(=O)(=O)c3ccccc32)c1	2
O=C(NCC1CC2CC1C1CC21)C1C2C3C4CC5C3C5C4C12 (stereo unspecified)	1
Cc1c[n+]2ccsc2n1CCCS(=O)(=O)[O-]	2
COc1ccc(C)cc1NC(=O)C(=O)NCC(C)C	-1
NNC(=O)/C(=C\c1ccc(Cl)cc1)NC(=O)c1ccccc1	-4
O=C(CCCN1C(=O)c2ccccc2C1=O)N(Cc1ccccc1)Cc1ccccc1	-6
CCOC(=O)c1c(C)nc(-c2ccccc2)nc1NC(=O)CC	13
CC(C)NCCN1CCn2c1nc1ccccc12	-7
O=C(Oc1c(Br)cc(Br)cc1/C=N/NC(=O)c1ccccn1)c1ccc2c(c1)OCO2	-6

An excerpt (hit frequency here may not be typical).
